High-throughput results as filed in PubChem BioAssay.
VIM-2 inhibitor: blocks Pseudomonas aeruginosa VIM-2 metallo-beta-lactamase. purified VIM-2, nitrocefin hydrolysis, epi-absorbance fluorescence. AID 1527. inhibition, % at 5.6 µM. 290,000 tested, 0.89% active;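 active = inhibition above the mean of all tested compounds plus 3 SD, cutoff set per screening run, cut at about 7.5% in these data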;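 note: red hydrolysis product quenches plate fluorescence so inhibitors raise well fluorescence; 0% = enzyme with DMSO and 100% = DMSO without enzyme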
V1aR counter: V1a receptor agonism, counter-screen for OXTR agonists. P37288. CHO-V1R cells, Fluo-8 calcium fluorescence, agonist mode; 0% DMSO, 100% 3 nM vasopressin. activation, % at 3 µM. 320,000 tested, 0.25% active;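 active = activation above the mean activation of all tested compounds plus 3 SD, per screening run, cut at about 20% in these data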;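 note: signal is peak over basal fluorescence ratio across a 100 second FLIPR read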
Target sequence (P37288 whole entry, looked up): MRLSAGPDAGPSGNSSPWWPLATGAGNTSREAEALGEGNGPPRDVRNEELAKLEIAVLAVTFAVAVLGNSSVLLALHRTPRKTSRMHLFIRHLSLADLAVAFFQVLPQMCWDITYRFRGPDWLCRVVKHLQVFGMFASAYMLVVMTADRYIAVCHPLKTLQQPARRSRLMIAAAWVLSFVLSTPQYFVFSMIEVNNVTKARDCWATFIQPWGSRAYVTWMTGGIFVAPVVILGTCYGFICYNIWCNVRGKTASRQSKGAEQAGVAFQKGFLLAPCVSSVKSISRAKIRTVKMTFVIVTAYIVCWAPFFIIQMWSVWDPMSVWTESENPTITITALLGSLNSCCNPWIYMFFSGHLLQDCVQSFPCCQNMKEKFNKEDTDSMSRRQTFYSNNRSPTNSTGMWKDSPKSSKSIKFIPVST
DNA FID counter: fluorescent intercalator displacement, NS3 helicase counter-screen. DNA fluorescent intercalator displacement, fluorescence. inhibition, % at 7.9 µM. 290,000 tested, 0.17% active; in the data active = inhibition above about 37%;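 note: 0% = vehicle and 100% = reference compound; higher means more ethidium bromide displaced from hairpin DNA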
NS3 helicase inh: HCV NS3 helicase inhibition. NS3 helicase DNA unwinding, Cy5 molecular beacon fluorescence. inhibition, % at 10.9 µM. 290,000 tested, 0.56% active. AID 1800;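 active = inhibition above the mean of all tested compounds plus 3 SD, set per campaign, cut at about 35% in these data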;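 note: 0% = DMSO wells and 100% = thioflavine S control wells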
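System: Hepatitis C virus NS3 helicase domain fragment enzyme | Reagent: Annealed dual-labelled DNA beacon duplex, ATP-started | Compound dosing: 10.9 µM single point, 0.8% DMSO | Incubation: 1 h reaction at 25 °C, ATP-initiated | Technique: Cy5 fluorescence | Evaluation: Percent inhibition from t60/t0 fluorescence ratio | Benchmarks: Low DMSO, high thioflavine S at 110 µM | Replication: Singlicate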
OXTR agonist: activates the human oxytocin receptor | activation, % at 3 µM | CHO-OTR cells, Fluo-8 calcium fluorescence; normalized: DMSO 0%, oxytocin 100% | P30559 | AID 2435 | 320,000 tested, 0.32% active;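 active = activation above the mean of all tested compounds plus 3 SD, cutoff set per screening run, cut at about 20% in these data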;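 note: peak over basal fluorescence ratio from a 100 s FLIPR kinetic read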
Target sequence (P30559 whole entry, looked up): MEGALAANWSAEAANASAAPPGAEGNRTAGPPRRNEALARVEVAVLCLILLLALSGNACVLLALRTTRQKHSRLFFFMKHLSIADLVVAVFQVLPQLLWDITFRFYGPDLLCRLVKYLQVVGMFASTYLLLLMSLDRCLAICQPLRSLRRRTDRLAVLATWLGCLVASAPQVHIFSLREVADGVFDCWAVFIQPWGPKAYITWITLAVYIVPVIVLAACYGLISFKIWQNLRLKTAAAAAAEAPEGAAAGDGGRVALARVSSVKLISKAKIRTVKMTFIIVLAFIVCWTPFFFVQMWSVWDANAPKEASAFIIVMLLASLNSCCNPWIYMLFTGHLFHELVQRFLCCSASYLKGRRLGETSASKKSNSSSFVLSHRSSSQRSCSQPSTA
GPR7 antag: blocks human GPR7 receptor signaling | P48145 | GPR7-expressing cells, fluorescence antagonist assay | 290,000 tested, 1.1% active | AID 1861 | inhibition, % at 4.4 µM; in the data active = inhibition above about 16%, passing the limit was not always enough;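 note: cells stimulated with the agonist NPW; 0% = agonist with vehicle and 100% = vehicle without agonist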
GalR3 antag: human GalR3 antagonism. O60755. HEK293 GalR3-CNG cAMP membrane potential fluorescence; galR3 body fused to GalR1 C-terminus. inhibition, % at 3 µM. 360,000 tested, 0.44% active. AID 651719;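 active = inhibition above the screen-wide average plus 3 SD, cut at about 13% in these data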;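 note: forskolin and galanin both at EC90 stimulate the cells; cAMP rise reported by CNG channel membrane potential dye signal; 0% = forskolin plus galanin with DMSO and 100% = forskolin alone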
IMP-1 inh: inhibitors of Pseudomonas aeruginosa IMP-1 metallo-beta-lactamase; inhibition, % at 5.6 µM; purified IMP-1, nitrocefin hydrolysis, epi-absorbance fluorescence; 290,000 tested, 0.45% active;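 active = inhibition above the mean plus 3 SD of all compounds in the same screening run, cut at about 4.5% in these data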;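 note: 0% = IMP-1 with DMSO and 100% = DMSO wells lacking enzyme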
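System: purified recombinant IMP-1 beta-lactamase. Medium: Zinc- and detergent-supplemented HEPES buffer, pH 7.1. Compound: one 5.6 µM dose […]. Schedule: 15 min preincubation plus 25 min reaction at 25 °C. Technique: Epi-absorbance fluorescence, 480 nm excitation, 530 nm emission.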
PHOSPHO1 inh: inhibitors of human PHOSPHO1 phosphatase | recombinant PHOSPHO1, absorbance phosphatase assay | inhibition, % at 13.3 µM | 290,000 tested, 1.1% active | AID 1565; in the data active = inhibition above about 60%
Target sequence (Q8TCT1 whole entry, looked up): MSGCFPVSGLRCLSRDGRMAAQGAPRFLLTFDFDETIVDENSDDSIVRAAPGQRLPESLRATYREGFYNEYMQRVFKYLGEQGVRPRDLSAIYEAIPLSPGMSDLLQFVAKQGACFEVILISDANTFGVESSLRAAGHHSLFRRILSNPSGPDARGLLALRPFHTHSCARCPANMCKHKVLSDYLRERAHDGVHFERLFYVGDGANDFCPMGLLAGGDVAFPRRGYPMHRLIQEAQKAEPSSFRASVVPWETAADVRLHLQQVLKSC
The depositor's hits bear a star; . = no result given.

SMILES	VIM-2 inhibitor	V1aR counter	DNA FID counter	NS3 helicase inh	OXTR agonist	GPR7 antag	GalR3 antag	IMP-1 inh	PHOSPHO1 inh
CCOC(=O)c1ccc(N/C=C/C(=O)c2ccc(OC)c(OC)c2)cc1	-0.7	0.1	-9	-5	1.0	-12	-8	0.1	22
Cc1cc(CN2CCCC(C(=O)Nc3ccc(-c4nc5ccccc5[nH]4)cc3)C2)n[nH]1 (stereo unspecified)	-3.5	-1.0	22	0	0.7	8	-3	-0.5	26
Cc1cc(C)n2nc(SCc3cccc(F)c3)nc2n1	0.2	1.2	-12	4	-0.3	-9	-11	-2.5	38
COc1ccc(-c2cc(CN3C(=O)c4ccccc4C3=O)on2)cc1	-0.7	-0.6	0	11	0.1	0	-2	0.1	.
Nc1nnc(CCCCCCCCCCc2nnc(N)s2)s1	-0.5	7.5	8	2	7.0	-2	-3	-4.2	29
O=C(Cn1ccc2cc(S(=O)(=O)N3CCCCC3)ccc21)NCc1ccccc1F	-1.2	0.2	-24	-9	-0.4	-6	2	-1.8	44
O=C(CCC1CCN(Cc2ccccc2Cl)CC1)NC1CC1	-2.5	0.7	-7	2	0.2	-1	0	0.8	-50
CCN(CC)Cc1c(O)ccc2c(=O)c(-c3ccccc3Cl)coc12	0.0	0.5	0	2	0.1	-10	-5	-1.2	3
CCc1ccc(NC(=O)COc2ccc(F)cc2C(=O)c2cnn(-c3ccccc3)c2)cc1	-4.3	-0.4	6	-1	-0.5	-12	-3	-3.1	-2
CCOCCCNC(=O)CCSc1ccc(C)cc1	-2.2	-0.7	-9	-4	-0.2	-3	5	-2.3	-17
CCOCCOC(=O)c1ccc(-n2cnc(C)n2)nc1	1.8	0.4	-1	1	0.8	3	-3	-1.6	26
O=C(O)Cc1ccc(NC(=O)c2cccs2)cc1	0.2	1.5	0	1	0.7	-5	-2	-1.4	4
CCOC(=O)N1CCN(C(=O)CN(c2cccc(C)c2)S(=O)(=O)c2ccc(C)cc2)CC1	-1.3	0.0	-35	-29	-1.0	-9	-1	-0.7	15
COc1cccc(-c2c(C(=O)N/N=C/c3ccoc3)nnn2-c2nonc2N)c1	-3.9	11	-25	17	17	-15	-4	-2.4	34
C=CCSc1nc2ccccc2c2nc(-c3ccccc3)nn12	-0.9	0.5	4	-5	0.1	2	0	-0.8	28
COc1ccc(/C=C2\SC(=S)N(CCC(=O)Nc3cccc(O)c3)C2=O)cc1	-1.9	.	-4	23	.	8	-2	-3.0	24
CCOC(=O)Cc1csc(NC(=O)c2cccc(N3C(=O)CCC3=O)c2)n1	-4.3	1.9	-2	-2	1.5	-3	0	-2.7	14
CC1CCN(c2c(NCC3CCC(C(=O)Nc4ccccn4)CC3)c(=O)c2=O)CC1 (stereo unspecified)	-0.3	1.0	-26	4	0.9	-3	4	-1.3	-1
COc1ccc(NC(=O)C(NC(=O)c2ccccc2)C(C)C)cc1 (stereo unspecified)	-2.6	-1.0	-5	0	0.3	-9	-5	-3.9	-11
CCc1cc2c(SCC(=O)c3ccc(C)cc3)ncnc2s1	0.2	0.7	-4	1	-0.6	2	5	-4.6	13
O=C(/C=C/c1cccs1)c1cc(Cl)ccc1O	-4.4	-0.8	2	-5	-2.6	-11	-6	-3.0	32
Cc1cc(C)nc(SCc2cn3cc(Cl)ccc3n2)n1	-2.1	-0.5	-10	-4	-1.1	-10	3	-2.8	10
CCOC(=O)N1CCN(CC(O)COC2CC(C)CC(C)(C)C2)CC1 (stereo unspecified)	-1.4	1.4	-14	-1	2.6	-14	-5	-7.6	1
COc1ccc(C)c(S(=O)(=O)Nc2ccc(OCC(=O)O)cc2)c1	-0.3	0.2	-4	2	0.8	-10	7	-3.0	20
Cn1c(SCC(=O)n2c3c(c4ccccc42)CCCC3)nnc1-c1ccccc1	8.7*	-0.4	-2	1	-1.7	-4	-6	1.3	8
O=C(CSc1ncn(-c2ccccc2)n1)Nc1ccc(Br)cn1	-1.8	-1.2	-17	-2	-2.0	-6	-7	-4.3	25
COc1ccc2[nH]c(C(=O)O)c(CCN3C(=O)c4cccc([N+](=O)[O-])c4C3=O)c2c1	14*	0.5	1	8	0.4	-6	-1	-2.1	-21
CCNC(=O)NC(=O)CSc1nc2ccccc2n1CC(C)C	-1.3	0.1	-22	-3	-2.6	-9	0	3.8	31
CCN(CC)CCCN=Cc1c(O)n(-c2ccccc2C)c(=O)c2ccccc12	-0.4	-0.7	3	-12	-0.6	-2	0	-2.6	16
Cc1cccn2cc(-c3ccc(F)cc3)nc12	1.6	-1.4	1	1	-2.5	3	-1	-1.8	7

Entries of single compounds, quoted from the list. Order of screens: VIM-2 inhibitor, V1aR counter, DNA FID counter, NS3 helicase inh, OXTR agonist, GPR7 antag, GalR3 antag, IMP-1 inh, PHOSPHO1 inh
COc1ccc(-c2cc(CN3C(=O)c4ccccc4C3=O)on2)cc1 reads -0.7, -0.6, 0, 11, 0.1, 0, -2, 0.1, .
COc1cccc(-c2c(C(=O)N/N=C/c3ccoc3)nnn2-c2nonc2N)c1 reads -3.9, 11, -25, 17, 17, -15, -4, -2.4, 34
Cc1cc(C)n2nc(SCc3cccc(F)c3)nc2n1 reads 0.2, 1.2, -12, 4, -0.3, -9, -11, -2.5, 38

Other entries
SMILES	VIM-2 inhibitor	V1aR counter	DNA FID counter	NS3 helicase inh	OXTR agonist	GPR7 antag	GalR3 antag	IMP-1 inh	PHOSPHO1 inh
CC(O)C(O)C(O)C(O)C1NCCS1 (stereo unspecified)	0.2	-0.5	4	6	0.0	8	-1	-2.0	3
CCOC(=O)c1c[nH]n(-c2ccc(C)cc2)c1=O	-1.0	0.7	3	1	-0.2	-5	-2	-0.5	48
CCCCN(C(=O)NC(=O)Nc1cc(C)ccc1C)S(C)(=O)=O	1.6	-0.2	-7	11	0.9	1	3	0.1	-13
COc1ccc2nc(SCC(=O)Nc3nccs3)[nH]c2c1	-3.4	0.2	-1	12	-0.7	0	-3	-3.5	-145
CC1OC(OCC2OC(Oc3c(-c4ccc(O)cc4)oc4cc(O)cc(O)c4c3=O)C(O)C(O)C2O)C(O)C(O)C1O (stereo unspecified)	-0.5	0.2	-10	14	-0.3	-22	-2	-2.1	32
CCn1c(SCC(=O)Nc2nc(C)c(C(=O)OC)s2)nnc1C(C)C	-2.7	0.9	-18	-10	-0.6	-5	-7	-0.1	7
Cc1ccc(C)c(NC(=O)CCc2ccc(C)o2)c1	-0.7	1.5	-7	-2	0.0	-2	-8	0.7	14
CCn1cc(S(=O)(=O)c2cccc(C)c2)c(=O)c2cc(F)c(N3CCN(C)CC3)cc21	12*	-0.5	0	-3	0.5	-14	-8	-1.4	18
O=[N+]([O-])c1ccc(N2CCN(c3ccc(Cl)nn3)CC2)c(Cl)c1	-2.3	0.4	-3	-6	0.9	-2	-2	-4.5	12
O=C(CSc1nnc(Cn2c(=O)sc3ccccc32)n1-c1ccccc1)NCc1ccco1	-1.9	0.0	-6	8	-0.1	0	0	-1.5	-5
Cc1ccc(CNC(=O)Cn2c(=O)c3sccc3n(Cc3cccc([N+](=O)[O-])c3)c2=O)cc1	1.1	0.1	1	5	-1.3	-6	.	-4.2	0
NC(=S)N/N=C\c1ccccc1OCc1ccccc1	-1.5	-1.5	-7	-2	-2.0	-9	-2	-0.9	-16
CC(C)CC(=O)N1CCN(c2ccc([N+](=O)[O-])c(NCc3ccccc3)c2)CC1	-2.2	-0.5	-15	-19	-3.0	36*	4	-2.9	.
O=C(O)c1cccc(S(=O)(=O)Nc2ccc([N+](=O)[O-])cc2O)c1	-3.4	-0.5	-2	-4	0.8	-12	8	-2.6	24
CCOc1ccc(CCN2C(=O)CCC2(C)C(=O)NC(C)CC)cc1OCC (stereo unspecified)	0.7	0.4	-15	4	0.7	1	-1	0.5	-8
CC(OC(=O)CN1C(=O)NC2(CCCC2)C1=O)C(=O)Nc1cccc(Cl)c1 (stereo unspecified)	-1.4	5.0	-14	2	0.3	-8	0	-2.1	38
CCOC(=O)c1ccc(NC(=O)C2COc3ccccc3O2)cc1 (stereo unspecified)	0.1	0.2	-22	1	-1.7	-8	-9	-3.4	8
CC(C)N(C(=O)Cn1c(SCC(=O)N2CCN(c3ccccc3)CC2)nc2ccccc21)C(C)C	.	0.6	.	.	0.5	.	-4	.	13
COc1ccc(-c2cc3c(nn2)-c2ccccc2C3=O)cc1	-2.3	0.3	7	-2	0.4	-7	-7	-2.1	41
O=C(Cc1ccccc1[N+](=O)[O-])NCCCc1ccccc1	-2.4	-1.2	-3	-3	-1.9	-6	-9	-3.4	19
COc1ccc(NC2CCCN(C(=O)CN3C(=O)c4ccccc4C3=O)C2)cc1OC (stereo unspecified)	-2.2	1.8	-17	9	1.9	-18	-10	-3.8	28
CCOC(CNC(=O)c1cccn2c(=O)c3cc(Cl)ccc3nc12)OCC	-2.5	-1.6	-13	-2	-1.2	6	-5	-1.6	-2
Cc1ccc(S(=O)(=O)N2CC=C(c3c(C)n(C)c4ccccc34)CC2)cc1	0.2	1.0	-12	-18	-0.5	4	-6	0.0	-7
Cc1c(F)cccc1NS(=O)(=O)c1ccc2c(c1)n(C)c(=O)c(=O)n2C	-2.4	0.1	-9	-1	1.4	-10	0	-7.1	30
O=c1cnnc(Nc2ccccc2)[nH]1	-3.3	0.0	0	-9	0.9	-4	-5	-1.2	16
Fc1ccccc1N1CCN(c2ncnc3nc[nH]c23)CC1	-1.5	2.0	-5	9	1.3	-9	-1	-3.0	46
CCc1cccc(C)c1NC(=O)C(c1ccc(O)cc1)N1CCC1=O (stereo unspecified)	-2.2	-0.1	3	0	0.9	0	-1	2.6	16
CC(=O)NC1C(Oc2cccc(C)c2)OC2COC(c3ccco3)OC2C1O (stereo unspecified)	0.8	0.6	-4	2	-0.9	4	0	-1.7	0
Cc1ccc(CS(=O)Cc2ccc(C(=O)NCc3ccc(OC(C)C)cc3)o2)cc1 (stereo unspecified)	-4.0	5.5	-57	0	1.6	-19	1	0.2	-11
CC(=O)NC(=S)NNC(=O)C(c1ccccc1)c1ccccc1	-0.2	-0.6	2	0	-2.2	-8	-3	-1.7	44
O=C(Nc1ccc(Cl)cc1)C1=Cc2cc(Cl)ccc2OC1	-0.3	5.3	-1	-2	1.9	-6	-4	-2.2	24
O=C(Nc1ccc(Br)cc1C(=O)O)c1ccc2c(c1)C(=O)N(Cc1ccccc1)C2=O	-2.3	0.9	20	-3	-0.7	-19	-3	-2.7	40
N#C/C(=C(/O)COC(=O)CCc1ccc(S(=O)(=O)N2CCOCC2)cc1)c1nc2ccccc2[nH]1	-3.1	8.6	-27	9	0.0	-2	1	-2.8	21
C/C(=N\NC(=O)c1ccc(N/N=C(\C)c2ccncc2)cc1)c1ccncc1	-0.8	-1.3	-4	-14	-0.7	-16	-1	-2.6	24
Cc1cccc(NC(=O)C2CC(=O)OC23CCCC3)c1 (stereo unspecified)	-1.6	0.7	2	-1	1.1	-7	5	0.7	-1
CC(=O)N(C1CC(C)C(C#N)(C#N)C1(C#N)C#N)N(C)C (stereo unspecified)	-1.7	0.8	0	12	1.2	0	-8	-3.5	44
